Screening data (PubChem)
HTT ATP protect: qHTS Multiplex Assay to Identify Dual Action Probes in a Cell Model of Huntington: Cytoprotection (ATP). actives 0.14% (n = 230,000). Potency, µM (doses to about 56.4 µM), without a hit: cytoprotection (ATP increase), usual class: activators. PC12 HTT-Q103 induced, cytoprotection, ATP luminescence, 40 h. AID 1471, 2008;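 further: % of control where 0% means no effect; nearly all actives have a fitted effect of over 45% in size; toxic huntingtin expression switched on by the ecdysone agonist tebufenozide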
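PC12 cells stably carrying ecdysone-inducible Htt exon 1 (Q103)–GFP were induced with 100 nM tebufenozide (final) alongside library compounds in a dose series. Cytoprotection was scored as retained ATP by ATPlite luminescence.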
RECQ1 inh: qHTS Assay for Inhibitors of RecQ-Like Dna Helicase 1 (RECQ1). ATP-dependent DNA helicase Q1 (Homo sapiens), P46063. RECQ1 DNA unwinding, red fluorescence kinetic read. Potency, µM (doses to about 57.3 µM), without a hit: top-dose activity, negative = inhibition, usual class: inhibitors. actives 0.54% (n = 240,000);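 further: plate controls were vehicle for no effect and no enzyme for full effect; nearly all actives have a fitted effect of over 30% in size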
Target sequence (P46063 whole entry, looked up): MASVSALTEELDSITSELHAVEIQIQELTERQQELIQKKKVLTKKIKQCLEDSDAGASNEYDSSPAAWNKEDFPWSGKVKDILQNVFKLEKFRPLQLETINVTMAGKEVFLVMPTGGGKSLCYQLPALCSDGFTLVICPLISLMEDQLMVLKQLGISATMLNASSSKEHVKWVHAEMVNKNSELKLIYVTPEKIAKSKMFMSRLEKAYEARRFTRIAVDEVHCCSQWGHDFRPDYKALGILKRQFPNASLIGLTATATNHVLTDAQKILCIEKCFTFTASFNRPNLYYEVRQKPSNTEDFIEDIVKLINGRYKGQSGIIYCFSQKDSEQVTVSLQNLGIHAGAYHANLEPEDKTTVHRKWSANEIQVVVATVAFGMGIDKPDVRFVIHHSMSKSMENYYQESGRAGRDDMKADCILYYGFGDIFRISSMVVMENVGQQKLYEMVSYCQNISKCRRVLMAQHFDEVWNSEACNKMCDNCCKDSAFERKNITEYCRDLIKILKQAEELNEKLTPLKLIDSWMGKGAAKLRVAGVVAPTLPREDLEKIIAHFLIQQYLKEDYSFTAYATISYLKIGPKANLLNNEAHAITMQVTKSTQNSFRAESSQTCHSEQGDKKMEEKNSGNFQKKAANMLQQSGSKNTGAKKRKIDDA
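50 nM RECQ1T1 preincubated 15 min with compound in Tris pH 8.0 buffer with MgCl2, DTT, Tween-20 and 2.5 ug/ml poly(dI-dC); started with 200 nM TAMRA/BHQ-2 forked duplex and 2 mM ATP. Unwinding read as fluorescence (525/598 nm), two reads 2 h apart.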
Tau fluor cs: Counterscreen qHTS for Inhibitors of Tau Fibril Formation, Fluorescence Polarization | Potency, µM (doses to about 57.7 µM), inactives show at the highest dose activity change, negative = decrease | actives 0.93% (n = 280,000) | tau K18 P301L Alexa594 fluorescence, heparin fibrillization; further: on the % scale 0 is the no-effect control and ±100 the full control effect; nearly all actives have a fitted effect of over 55% in size
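Human tau K18 P301L (15 uM unlabeled, 0.24 uM Alexa 594-labeled) in 100 mM sodium acetate pH 7 with 20 uM heparin, 6 hr at 37 C. ThT 30 uM added, 1 hr ambient; Alexa 594 FP and total fluorescence read at 555/632 nm.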
Tau FP inhib: qHTS for Inhibitors of Tau Fibril Formation, Fluorescence Polarization | Potency, µM (titrated, usually from 57.7 µM), for the others: at the highest dose activity, negative = inhibition, actives largely listed as inhibitors | Microtubule-associated protein tau (Homo sapiens), P10636 | actives 0.39% (n = 280,000) | K18 P301L tau heparin fibrillization, Alexa594 FP, 6 h; further: on the % scale 0 is the no-effect control and ±100 the full control effect; nearly all actives have a fitted effect of over 55% in size
Target sequence (P10636 561-689 P618L limits assumed): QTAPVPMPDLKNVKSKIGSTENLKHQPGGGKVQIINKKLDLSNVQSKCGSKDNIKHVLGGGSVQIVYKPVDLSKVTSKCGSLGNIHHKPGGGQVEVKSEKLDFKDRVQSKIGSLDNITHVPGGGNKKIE
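K18 P301L tau (15 uM unlabeled/0.24 uM Alexa 594-labeled, final) + compound + heparin 20 uM final; 100 mM NaOAc pH 7; 6 hr 37 C; ThT 30 uM final added, 1 hr RT; FP ex 555/em 632 nm.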
TRb SRC2 PPI: qHTS for Inhibitors of the Interaction of Thyroid Hormone Receptor and Steroid Receptor Coregulator 2. Thyroid hormone receptor beta (Homo sapiens), P10828. TRbeta-SRC2 peptide binding, fluorescence polarization; receptor liganded with 1 µM T3. Potency, µM (titrated, usually from 106 µM), for the others: top-dose activity change, negative = inhibition, most hits filed as inhibitors. actives 0.065% (n = 280,000). AID 1469, 2008;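 further: plate controls were bound peptide for no effect and peptide without receptor for full effect; nearly all actives have a fitted effect of over 50% in size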
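Assay buffer: 20 mM Tris-HCl, 100 mM NaCl, 10% glycerol, 1 mM EDTA, 0.01% NP-40, 1 mM DTT, 1 uM T3, 5% DMSO; TRb LBD 0.6 uM, Texas Red SRC2 20 nM; FP after 5 hr.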
Tau fibril ThT: qHTS for Inhibitors of Tau Fibril Formation, Thioflavin T Binding; recombinant tau K18 P301L, heparin-induced fibrillization, ThT fluorescence; Potency, µM (series often up to 57.4 µM), for inactives: at the highest dose activity, negative = inhibition, hits mostly inhibitors; actives 2.1% (n = 270,000); further: on the % scale 0 is the no-effect control and ±100 the full control effect; nearly all actives have a fitted effect of over 55% in size
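Fibril formation assay: tau K18 P301L at 15 uM with trace Alexa 594 label, heparin inducer 20 uM, pH 7 sodium acetate buffer, 37 C for 6 hr; endpoint ThT signal.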
L3MBTL1 inh: qHTS Assay for the Inhibitors of L3MBTL1 | Lethal(3)malignant brain tumor-like protein 1 (Homo sapiens), Q9Y468 | AlphaScreen L3MBTL1–H3K9me1 peptide binding | Potency, µM (doses to about 57.1 µM), for the others: at the highest dose activity, negative = inhibition, most hits filed as inhibitors | actives 0.66% (n = 230,000) | AID 485360, 2010; further: on the % scale 0 is the no-effect control and ±100 the full control effect; nearly all actives have a fitted effect of over 60% in size
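Read-out is AlphaScreen signal from streptavidin donor and nickel chelate acceptor beads (10 ug/mL final each) bridging L3MBTL1 (50 nM) and biotinylated K9-monomethylated H3(1-15) peptide (75 nM), after 30 min compound exposure at room temperature.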
TexasRed fluor: Total Fluorescence Counterscreen for Inhibitors of the Interaction of Thyroid Hormone Receptor and Steroid Receptor Coregulator 2; TRb/SRC2 Texas Red total fluorescence interference; Potency, µM (highest dose often 106 µM), without a hit: at the top dose fluorescence change, negative = quenching; actives 0.29% (n = 280,000); active means well fitted curve in either direction with a large enough effect; inconclusive means small, poorly fitted or top-dose-only effect; further: on the % scale 0 is the no-effect control and ±100 the full control effect
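Flags fluorescent or light-absorbing compounds by total fluorescence, S + 2P, at 555 nm excitation and 632 nm emission. Mixture: 20 nM Texas Red SRC2 peptide, 0.6 uM human TRb LBD, 1 uM T3, 5% DMSO; compound exposure 5 h at ambient temperature.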
The depositor's hits bear a star; i = inactive; ? = inconclusive; . = no result given; [ ] = dose if it differs, or a comment. Unless noted, the call rests on the fitted dose curve; in most records, active means well fitted curve in the direction sought with a large enough effect; inconclusive means small, poorly fitted or top-dose-only effect, or another doubt; inactive means no such curve, though single readings can be large; an effect the other way counts as inactive or inconclusive. Potency means the concentration at half of the fitted maximal effect. This is a subset; the hit share may differ from the screen's.

1	COc1ccc(/C=c2/sc3nc(-c4ccccc4)c(-c4ccccc4)n3c2=O)cc1
2	CCOC(=O)C(/C(C)=N/NC(=O)c1ccccc1[N+](=O)[O-])C(C)C (stereo unspecified)
3	O=C(CC(c1ccccc1)c1ccccc1O)NCCN1CCOCC1 (stereo unspecified)
4	Cc1ccc(-n2c(SCC(=O)OC(C)C)nnc2-c2ccco2)cc1
5	COc1ccc(CCNc2nnc(C)c(=O)[nH]2)cc1OC
6	Cc1nc(SCC(=O)Nc2ccc3c(c2)OCO3)c(C#N)c2c1CCCC2

| compound no. | 1 | 2 | 3 | 4 | 5 | 6 |
| --- | --- | --- | --- | --- | --- | --- |
| HTT ATP protect | 13%[10 µM] | 1% | -11% | -5% | -5% | 7% |
| RECQ1 inh | -14% | i | -4% | -1% | -8% | -8% |
| Tau fluor cs | -7% | -10% | -1% | 1% | -1% | -26% |
| Tau FP inhib | 4% | -9% | -10% | -4% | -2% | -10% |
| TRb SRC2 PPI | -4% | 2% | 3% | -2% | -7% | -1% |
| Tau fibril ThT | ? | -10% | 8% | -3% | -8% | -10% |
| L3MBTL1 inh | -3% | 0% | 6% | -2% | . | . |
| TexasRed fluor | -3% | 2% | 1% | 4% | -2% | -2% |

7	O=C(NCCOc1ccccc1Cl)C(=O)c1c[nH]c2ccccc12
8	Cn1c(=O)c2c(nc(NC(Cc3ccccc3)C(=O)O)n2Cc2ccccc2)n(C)c1=O (stereo unspecified)
9	CCc1cccc(NC(=O)Cn2c(-c3ccccc3)cc(C(C)=O)c2C)c1
10	Cc1ccc(C(=O)Nc2ncc(Cc3ccc(F)cc3)s2)o1
11	CCCCOC(=O)NC1CCS(=O)(=O)C1 (stereo unspecified)
12	COc1cccc(Nc2cc(C)nc3nc(-c4ccc(Cl)cc4)nn23)c1

| compound no. | 7 | 8 | 9 | 10 | 11 | 12 |
| --- | --- | --- | --- | --- | --- | --- |
| HTT ATP protect | -37%[inhibitor] | 10% | 21%[10 µM] | -28% | -63%[inhibitor] | . |
| RECQ1 inh | i | -6% | -4% | -4% | -3% | . |
| Tau fluor cs | ? | -14% | -16% | -28% | -8% | -4% |
| Tau FP inhib | ? | -2% | -6% | -8% | -2% | 0% |
| TRb SRC2 PPI | 3% | -12% | -2% | 4% | -12% | -7% |
| Tau fibril ThT | -12% | -9% | 5% | -13% | -12% | 0% |
| L3MBTL1 inh | -25% | -6% | 11% | -6% | . | . |
| TexasRed fluor | -2% | 0% | 1% | -7% | 0% | 0% |

13	CCCc1cc(C(=O)Nc2sc(C(C)=O)c(C)c2C(=O)OCC)no1
14	CC(=O)c1cc(C)ccc1OC(=O)c1ccco1
15	CCC1CCCCN1CCCNC(=O)c1ccc(N2CCOCC2)c(NS(=O)(=O)c2ccc(OC)cc2)c1 (stereo unspecified)
16	CC(C)Cc1nc2oc3c(=O)[nH]cnc3c2c2c1CCC2
17	CCCCn1c(SCc2ccccn2)nc2c1c(=O)n(C)c(=O)n2C
18	O=C1NC2(CCCCC2)C(=O)N1Cc1cccc(C(F)(F)F)c1

| compound no. | 13 | 14 | 15 | 16 | 17 | 18 |
| --- | --- | --- | --- | --- | --- | --- |
| HTT ATP protect | -1%[10 µM] | -3% | -28% | -3%[0.074 µM] | 7%[10 µM] | 5% |
| RECQ1 inh | i | 9% | -3% | i | i | -5% |
| Tau fluor cs | 10% | -7% | -8% | -8% | 6% | -13% |
| Tau FP inhib | -4% | -3% | -4% | -2% | 5% | 3% |
| TRb SRC2 PPI | -15% | 4% | 8% | -17% | 6% | -2% |
| Tau fibril ThT | 10% | -18% | -7% | -13% | -2% | -7% |
| L3MBTL1 inh | 3% | 5% | . | -4% | 10% | . |
| TexasRed fluor | 2% | -1% | 0% | -4% | 3% | -1% |

19	CCOC(=O)c1c(NC(=O)COc2ccccc2)sc2c1CC(C)(C)NC2(C)C
20	CC(=O)N1CCN(c2ccc(Oc3ncnc4sccc34)cc2)CC1
21	COC(=O)/C(=C/c1ccccc1)NC(=O)c1ccco1
22	COc1ccc(OC)c(S(=O)(=O)Nc2ccc(C)c(C)c2)c1
23	COc1cc(/C=C(/Sc2nnc(-c3ccc(F)cc3)o2)C(=O)O)ccc1OC(F)F
24	COc1ccc(N(C)S(=O)(=O)c2ccc(C)cc2)c([N+](=O)[O-])c1

| compound no. | 19 | 20 | 21 | 22 | 23 | 24 |
| --- | --- | --- | --- | --- | --- | --- |
| HTT ATP protect | 11%[10 µM] | 27%[10 µM] | -4%[0.074 µM] | 35%[10 µM] | -45%[inhibitor] | -45% |
| RECQ1 inh | -3% | -13% | 4% | -9% | -4% | -23% |
| Tau fluor cs | 0% | -3% | 14% | -16% | -7% | 2% |
| Tau FP inhib | 6% | -8% | 4% | -9% | 6% | 2% |
| TRb SRC2 PPI | -9% | -3% | 2% | 3% | -8% | -1% |
| Tau fibril ThT | -3% | -14% | 10% | -10% | -7% | 2% |
| L3MBTL1 inh | -3% | -6% | -7% | . | 9% | -3% |
| TexasRed fluor | -7% | 2% | 2% | 0% | 4% | 0% |

25	CC(C)(C)CC(C)(C)NC(=O)c1ccc2snnc2c1
26	O=C(/C=C/c1ccc(Cl)cc1)NCCN1CCOCC1
27	COc1ccc(-c2[nH]c(-c3ccc(SC)cc3)nc2SCC(=O)Nc2nccs2)cc1
28	Cc1n[nH]c(C)c1S(=O)(=O)N1CCN(c2ccccn2)CC1
29	Cc1cc(C(=O)N/N=C/c2ccccc2)c(C)o1
30	O=C(COc1cccc(Cl)c1)N1CCC(c2nc3ccccc3s2)CC1

| compound no. | 25 | 26 | 27 | 28 | 29 | 30 |
| --- | --- | --- | --- | --- | --- | --- |
| HTT ATP protect | -8%[10 µM] | -10% | . | 0% | 9%[10 µM] | . |
| RECQ1 inh | -5% | 5% | -5% | -1% | -4% | . |
| Tau fluor cs | -28% | 6% | 7.1µM*[quencher] | 6% | -9% | -22% |
| Tau FP inhib | -5% | 11% | 8% | 12% | -10% | -3% |
| TRb SRC2 PPI | -2% | -5% | 4% | -7% | -2% | 8% |
| Tau fibril ThT | . | 5% | ? | 3% | ? | ? |
| L3MBTL1 inh | . | -4% | -25% | . | -6% | . |
| TexasRed fluor | -3% | -6% | -6% | 0% | -2% | -13% |

31	COc1ccc(NS(=O)(=O)c2cccc3nonc23)c(OC)c1
32	CN1CCN(C(=O)C2=C[C@H](c3ccc(C(F)(F)F)cc3)C[C@H](OCc3ccc(CO)cc3)O2)CC1
33	COc1ccc(OC)c(-c2noc(N3CCN(c4ccc(C(C)=O)cc4)CC3)n2)c1
34	O=S(=O)(c1ccc(Br)cc1)c1nc(-c2cccs2)oc1SCc1ccc(F)cc1
35	CCCOc1ccc(NC(=O)CC2C(=O)N(c3ccccc3)C(=O)N2Cc2ccc(F)cc2)cc1 (stereo unspecified)
36	Cc1ccc(NS(=O)(=O)c2ccc(Cl)c(C(=O)O)c2)cc1S(=O)(=O)N1CCOCC1

| compound no. | 31 | 32 | 33 | 34 | 35 | 36 |
| --- | --- | --- | --- | --- | --- | --- |
| HTT ATP protect | . | 14%[10 µM] | . | . | . | 9%[10 µM] |
| RECQ1 inh | 2% | i | . | . | . | -7% |
| Tau fluor cs | -8% | -7% | -18% | -28% | -14% | 0% |
| Tau FP inhib | 9% | -5% | 7% | -8% | ? | -4% |
| TRb SRC2 PPI | 2% | 3% | 1% | -6% | 3% | -5% |
| Tau fibril ThT | ? | -14% | ? | -6% | ? | -1% |
| L3MBTL1 inh | -24% | 7% | . | . | . | -2% |
| TexasRed fluor | 0% | -4% | 5% | 1% | -2% | 2% |

37	Cc1cc(NC(=O)c2cc(-c3cccc(Cl)c3)on2)n(-c2ccccc2)n1
38	COC(=O)NNC(=O)COc1ccc(Cl)cc1
39	CCOC(=O)NC1(C(F)(F)F)NC(=O)N(Cc2ccco2)C1=O (stereo unspecified)
40	COc1cc(NC(=O)CC2C(=O)OCCN2Cc2ccccc2)cc(OC)c1 (stereo unspecified)
41	COc1ccc(OC2C(=O)N(Cc3ccc4c(c3)OCO4)C2c2sccc2C)cc1 (stereo unspecified)
42	CCCN(CCO)Cc1cccc(Br)c1
43	COCCNC(=O)CC(=O)N/N=C/c1cccc(C(=O)OC)c1
44	c1ccc2c(c1)CCCC2NC1=NCCC1 (stereo unspecified)

| compound no. | 37 | 38 | 39 | 40 | 41 | 42 | 43 | 44 |
| --- | --- | --- | --- | --- | --- | --- | --- | --- |
| HTT ATP protect | . | 2% | 0%[0.074 µM] | . | -9% | -2% | 3%[10 µM] | -25%[10 µM] |
| RECQ1 inh | . | 3% | 0% | . | -7% | -14% | 22% | 0% |
| Tau fluor cs | -9% | 0% | -8% | -15% | -21% | 4% | -14%[2.34 µM] | 1% |
| Tau FP inhib | -16% | -6% | -6% | -15% | 8% | 2% | ? | 5% |
| TRb SRC2 PPI | -3% | 0% | 0% | 9% | -2% | -10% | -3% | -6% |
| Tau fibril ThT | 3% | 6% | -4% | -8% | -6% | 1% | -1% | 0% |
| L3MBTL1 inh | . | 8% | . | . | -4% | 7% | -23% | 4% |
| TexasRed fluor | ? | 2% | 0% | -3% | -3% | -1% | 0% | 0% |
